From PubChem BioAssay
Xi reactivation: activators of X-chromosome reactivation in mouse fibroblasts. AID 743238. actives 0.055% (n = 360,000). XiGFP mouse fibroblasts, % GFP-positive cells imaging, 3 d; cells co-treated with 5-aza-dC sensitizer; scaled so ellipticine positive control = 100%. activation, % at 7.58 µM;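 active means mean normalized replicate activation at least 10% and every replicate at or above 10%; inconclusive means only one of the two criteria met; inactive means mean below 10% and not all replicates reach 10%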;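 further: 0% = median of on-plate neutral control wells and 100% = ellipticine 6 µM median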
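Assay system: SV40-immortalized XiGFP fibroblast cells, line 68-5-11; buffer or medium: DMEM plus 5-aza-dC sensitizer; compound: one concentration, pinned; timing: compounds 3 days, fix/stain 15 min at room temperature; benchmarks: positive control ellipticine, 6 µM final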
ERp5 inh: ERp5 (human) disulfide isomerase inhibition | ERp5 insulin aggregation, absorbance 650 nm, 90 min | Q15084 | inhibition, % at 9.99 µM | actives 0.05% (n = 350,000);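 active means mean replicate inhibition above about 25%, with every replicate also reaching it, limit read from the data, passing the limit was not always enough; inconclusive means only one of those two criteria met; inactive means neither criterion met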
Target sequence (Q15084 whole entry, looked up): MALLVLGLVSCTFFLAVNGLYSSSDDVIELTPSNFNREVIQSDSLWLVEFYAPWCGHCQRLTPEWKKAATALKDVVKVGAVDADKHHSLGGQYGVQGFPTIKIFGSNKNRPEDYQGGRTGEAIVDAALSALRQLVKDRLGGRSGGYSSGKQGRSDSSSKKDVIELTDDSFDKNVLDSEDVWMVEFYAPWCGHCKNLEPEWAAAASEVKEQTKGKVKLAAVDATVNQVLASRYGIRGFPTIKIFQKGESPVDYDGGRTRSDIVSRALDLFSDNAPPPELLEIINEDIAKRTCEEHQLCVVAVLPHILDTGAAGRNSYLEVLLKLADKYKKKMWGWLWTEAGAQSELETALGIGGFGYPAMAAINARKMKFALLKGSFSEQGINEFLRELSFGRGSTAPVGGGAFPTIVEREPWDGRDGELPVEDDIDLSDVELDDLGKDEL
S100A4 inh HTS: S100A4-myosin IIA interaction inhibition; P26447; S100A4/TAMRA-MyoIIA peptide fluorescence polarization; inhibition, % at 10.7 µM; actives 0.14% (n = 360,000); AID 652163;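 active means mean inhibition of at least 70% across replicates, with every replicate also reaching that level; inconclusive means mean inhibition reaches 70% but some replicates fall short; inactive means mean inhibition below 70%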
Target sequence (P26447 whole entry, looked up): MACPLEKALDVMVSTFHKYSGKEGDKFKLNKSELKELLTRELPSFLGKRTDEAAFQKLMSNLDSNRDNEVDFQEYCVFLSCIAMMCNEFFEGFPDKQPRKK
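incubation = readout 5 min after mixing, signal stable up to 60 min | system = S100A4 monomer protein | buffer or medium = HEPES pH 7.2 with CaCl2, KCl, NaCl, DTT, Triton | benchmarks = neutral control DMSO, positive control TFP | also added = fluorescent myosin IIA peptide, 5 nM | compound dosing = one concentration per compound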
E-selectin induc: E-selectin induction on HUVECs | P16581 | HUVEC E-selectin immunofluorescence imaging; normalized: neutral wells 0, TNF-alpha wells 100 | activation, % at 7.58 µM | actives 0.37% (n = 260,000) | AID 686992;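 active means mean E-selectin-positive cell signal at least 10% of the positive control, reached in at least 60% of replicates, without over 20% cell loss; inconclusive means no rule given, readout overlaps actives, possibly toxicity-flagged; inactive means the rest, including those meeting only one limit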;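 further: in these data hits start at about 27%; measured in HUVEC primary endothelial cells; signal is the percent of cells scored E-selectin positive by PE staining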
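Material: HUVEC primary endothelial cells; Amount: 3,000 cells per well; Dosing: single concentration; Medium: EGM-2 growth medium on 0.1% gelatin-coated wells; Read-out basis: percent E-selectin-positive cells; Signal: immunofluorescence imaging; Control set: TNF-alpha, DMSO.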
RAD54 inh: inhibitors of human RAD54 branch migration. inhibition, % at 10.4 µM. AID 602329. Q92698. RAD54 Holliday junction branch migration, FAM/BHQ fluorescence. actives 0.14% (n = 360,000);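 active means mean normalized replicate activity at least 40 and at least half of replicates scoring 40 or more; inconclusive means only one of the two criteria met; inactive means mean below 40 and under half of replicates reaching 40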;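 further: 0% = median of neutral control wells and 100% = median of positive control wells; inhibitors cause a drop in the FAM fluorescence signal; in these data hits start at about 50%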
ERAP1 HTS inh: ERAP1 (human) enzyme inhibition. Q9NZ08. recombinant ERAP1, Leu-AMC fluorescence, 60 min. inhibition, % at 10.7 µM. actives 0.15% (n = 340,000);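 active means mean replicate inhibition of at least 30%, or all replicates individually reaching that 30% level; inactive means mean below 30% and not every replicate reaching it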;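 further: 0% = neutral control wells and 100% = L-leucinethiol positive control wells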
esBAF inh: blocks esBAF chromatin remodeling in mouse ES cells; Bmi1-luciferase knock-in reporter, 24 h; 100% = twice the neutral-well signal; reporter increase, % at 12.5 µM; actives 2% (n = 350,000); AID 602393; in the data active means activation above about 40%; inconclusive means no clear call, values can overlap the other calls;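 further: 0% = median of the plate's neutral control wells and 100% = double that signal; a rise in the Bmi1 reporter signal indicates esBAF inhibition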
RAD52 anneal inh: inhibitors of human RAD52 DNA annealing; P43351; recombinant RAD52 DNA annealing, FRET fluorescence; inhibition, % at 18.7 µM; actives 0.46% (n = 360,000); AID 651710;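 active means every replicate showing at least 50% inhibition; inconclusive means mean inhibition at least 50% but not in every replicate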
Target sequence (P43351 whole entry, looked up): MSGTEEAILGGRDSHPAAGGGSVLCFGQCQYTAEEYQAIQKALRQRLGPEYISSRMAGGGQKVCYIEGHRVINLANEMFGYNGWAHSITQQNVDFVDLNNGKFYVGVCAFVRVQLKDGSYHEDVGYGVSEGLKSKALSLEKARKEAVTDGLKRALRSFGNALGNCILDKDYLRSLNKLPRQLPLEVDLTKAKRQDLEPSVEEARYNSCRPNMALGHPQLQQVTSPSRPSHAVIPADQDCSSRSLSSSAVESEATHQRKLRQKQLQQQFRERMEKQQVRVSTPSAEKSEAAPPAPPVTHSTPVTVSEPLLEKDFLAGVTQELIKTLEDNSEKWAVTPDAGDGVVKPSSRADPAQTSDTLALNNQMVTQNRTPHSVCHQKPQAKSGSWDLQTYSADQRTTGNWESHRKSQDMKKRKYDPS
Numbers without * were called inactive; i = inactive; u = inconclusive; x = not tested or not shown.

| compound | Xi reactivation | ERp5 inh | S100A4 inh HTS | E-selectin induc | RAD54 inh | ERAP1 HTS inh | esBAF inh | RAD52 anneal inh |
| --- | --- | --- | --- | --- | --- | --- | --- | --- |
| COc1cc(C(=O)N2CCN(CC(O)COc3ccccc3)CC2)cc(OC)c1OC (configuration not stated) | 0.1 | 1 | 8 | 0.1 | -9 | 2 | x | 0 |
| COCCN(CCOC)S(=O)(=O)c1ccc(C(=O)Nc2nnc(CSC)o2)cc1 | 0.3 | 8 | 0 | x | x | 0 | x | -7 |
| CCCN1C[C@H](C)[C@@H](OC)CN(C)C(=O)c2ccc(NC(=O)c3ccccc3F)cc2OC[C@@H]1C | 0.0 | 3 | 12 | -0.1 | x | 0 | x | 12 |
| Oc1oc(-c2ccco2)nc1C=Nc1ccccc1 | x | 5 | 4 | x | 3 | 19 | 8 | -21 |
| CCc1ccc2[nH]c(=O)c(CN(CCN(CC)CC)C(=S)NCc3ccco3)cc2c1 | 0.0 | 2 | u | 10 | x | 15 | x | 8 |
| C=CCNC(=O)c1ccncc1 | x | -6 | 2 | x | -3 | 6 | 6 | -1 |
| CCCN(C)C[C@@H]1OCCCC[C@@H](C)Oc2ccc(NC(=O)Nc3ccc(F)cc3)cc2C(=O)N([C@H](C)CO)C[C@@H]1C | 0.0 | 4 | 10 | 0.5 | -5 | -3 | 3 | 38 |
| C[C@@H]1CN([C@@H](C)CO)C(=O)c2cc(NS(=O)(=O)c3ccc(F)cc3)ccc2O[C@@H](C)CCCCO[C@H]1CN(C)S(=O)(=O)c1ccc(Cl)cc1 | 0.1 | 0 | -2 | x | -11 | 5 | -8 | 6 |
| O=C(CCS(=O)(=O)c1ccc2c(c1)NC(=O)CO2)NCCc1ccc(Cl)cc1 | 0.0 | -3 | 0 | -0.3 | 7 | 2 | -4 | -10 |
| CCOC1=C/C(=C/c2c(N)n3nc(S(=O)(=O)CC)sc3nc2=O)C=CC1=O | 0.1 | 6 | 0 | 7.2 | x | 6 | x | i |
| CCc1ccc(C(=O)C(C)OC(=O)Cn2cnc3c2c(=O)n(C)c(=O)n3C)cc1 (configuration not stated) | 0.1 | 1 | -2 | x | x | 2 | -8 | 1 |
| Cc1noc(C)c1NC(=O)Nc1ccc2c(c1)C(=O)N([C@H](C)CO)C[C@H](C)[C@H](CN(C)Cc1ccccc1)O2 | -0.2 | 0 | -1 | 0.0 | 10 | 4 | 2 | -3 |
| CSCCC(NC(=O)c1ccc([N+](=O)[O-])cc1Cl)C(=O)OCC(=O)NC(=O)CN1CCCC1=O (configuration not stated) | -0.1 | 0 | 0 | 0.1 | -5 | -3 | 0 | -30 |
| Cc1oc(C(C)(C)C)c(CN2CCOCC2)c1C(=O)O | -0.1 | 0 | 3 | 3.1 | x | -5 | x | -10 |
| Cc1ccc(-c2nc3ccccc3c(=O)n2NC(=O)c2cccs2)cc1 | 0.7 | 0 | 6 | -1.6 | x | 11 | x | 7 |
| COC(=O)Cn1cnc2c(nnn2-c2ccc(F)cc2)c1=O | 0.0 | -19 | -1 | x | -3 | -5 | 4 | -5 |
| CN(C)CCCCOc1ccc(Br)cc1Cl | 0.0 | 8 | -3 | x | x | 1 | x | -9 |
| CCOC(=O)C1(CC2CCCCO2)CCN(Cc2nc3ccccc3nc2C)CC1 (configuration not stated) | 0.1 | -7 | -7 | x | -7 | -1 | x | -34 |
| COC(=O)C[C@@H]1C[C@@H]2c3cc(NC(=O)NC4CCCC4)ccc3O[C@@H]2[C@@H](CO)O1 | 0.3 | -2 | 3 | -0.2 | -9 | 0 | -2 | -1 |
| COC(=O)Nc1ccc(S(=O)(=O)NCc2ccccn2)cc1 | 0.2 | -5 | -3 | -0.1 | -3 | 1 | 3 | 5 |
| CC1CC(C)CN(C(=O)CN(C)S(=O)(=O)c2ccc3c(c2)c(=O)n(C)c(=O)n3C)C1 (configuration not stated) | 0.1 | -12 | -31 | x | x | 1 | x | -16 |
| CC(=O)Nc1ccc(Nc2nc3ccccc3nc2NS(=O)(=O)c2ccccc2)cc1 | 0.1 | 6 | -4 | x | 0 | 3 | -3 | -61 |
| COCC(=O)N1[C@@H](CO)[C@@H]2c3ccccc3N(C(=O)Nc3ccccc3Cl)C[C@@H]21 | 0.2 | 1 | -1 | 0.1 | 7 | 2 | 3 | 8 |
| COc1ccccc1-n1c(SCC(=O)Nc2ccc(F)cc2)nc2c(c1=O)SCC2 | 0.0 | 0 | 3 | x | -6 | 5 | 16 | -13 |
| S=C1CCC(c2ccc(Cl)cc2)=NN1c1ccccc1 | 0.0 | 2 | 5 | 0.0 | -4 | 4 | 0 | -34 |
| CCCOc1ccc(CCC(=O)N/N=C/c2ccco2)cc1 | 0.2 | 6 | -3 | -0.1 | -1 | 4 | x | -7 |
| COc1ccc2c3c(n(C)c2c1)[C@@H](CO)N(C(=O)Nc1ccc(F)cc1)CC31CCN(S(=O)(=O)c2cn(C)cn2)CC1 | 0.3 | -6 | 11 | -0.7 | x | 3 | x | 8 |
| C[C@H](NC(=O)c1nc[nH]c1C(=O)NC(c1ccccc1)c1ccccc1)C(=O)OCc1ccccc1 | 0.1 | 4 | -1 | -0.8 | 3 | -2 | 21 | -10 |
| O=C(O)c1ccc(-c2noc(-c3cccc(Cl)c3)n2)cc1 | 0.3 | -1 | -3 | 1.0 | -9 | 3 | 63* | -1 |
| CCCCN1C2CCCC1CC(NC(=O)c1ccccc1Cl)C2 (configuration not stated) | -0.1 | 0 | -7 | x | 3 | 0 | 9 | -15 |
| COCC#Cc1cnc2c(c1)C(=O)N([C@@H](C)CO)C[C@@H](C)[C@H](CN(C)S(=O)(=O)c1ccccc1)O2 | -0.6 | 7 | -10 | -0.7 | 1 | 3 | -5 | -1 |
| COc1ccc(N(CC(=O)N2CCN(c3cccc(C)c3)C(C)C2)S(=O)(=O)c2c(C)n[nH]c2C)cc1 (configuration not stated) | 0.0 | -5 | -1 | x | 0 | -1 | -43 | -9 |
| O=C(COC(=O)c1ccc[nH]c1=O)NCC12CC3CC(CC(C3)C1)C2 | -0.2 | 1 | -8 | x | 0 | -7 | 23 | -11 |
| O=C(CCC(=O)n1ncc2ccccc21)NCc1ccc(F)cc1 | 0.0 | -3 | -4 | 0.6 | -4 | -1 | -3 | -11 |
| O=C(CCSCc1ccccc1F)NCc1cccnc1 | 0.0 | 2 | 3 | -0.1 | x | -3 | x | 3 |
| Cc1noc(C)c1NC(=O)N(C)C[C@H]1Oc2ccc(NC(=O)Cn3cnnn3)cc2CC(=O)N([C@@H](C)CO)C[C@H]1C | 0.1 | x | x | 0.0 | 0 | x | 1 | x |
| COC(=O)CN1C(=O)[C@H]2[C@@H](/C=C/c3ccccc3)N3C(=O)CN(Cc4ccc(-c5ccccc5)cc4)C(=O)[C@@]3(C)[C@H]2C1=O | 0.0 | 2 | 4 | 1.3 | 6 | -1 | 1 | -20 |
| Cc1ccc(C(=O)Nc2ccc(S(=O)(=O)N3CCOCC3)cc2)cc1 | 0.1 | -5 | -1 | x | -2 | -4 | 0 | -13 |
| COCC(=O)N(c1ccc(C(C)C)cc1)C1C=CS(=O)(=O)C1 (configuration not stated) | x | 0 | 5 | x | -6 | 4 | -15 | -24 |
| O=C(Nc1nnc(C2CC2)s1)c1ccc(Cl)nc1 | 0.6 | 7 | -2 | 2.0 | -7 | 0 | 53* | -13 |
| CCOC(=O)CN1C(=O)N[C@@H](c2ccco2)C(C(=O)OC)=C1C | 0.0 | 1 | -2 | -0.1 | -1 | -2 | -7 | -11 |
| CCc1cccc(N(C(=O)c2csnn2)C(C(=O)NC(C)(C)C)c2ccncc2)c1 (configuration not stated) | 0.0 | -2 | -1 | x | x | -1 | 4 | -27 |
| CNC[C@H]1Oc2ccc(NC(=O)NC(C)C)cc2CC(=O)N([C@@H](C)CO)C[C@H]1C | 0.6 | 2 | 5 | x | -10 | -4 | 2 | 1 |
| COc1ccc(CNc2c(CO)cnc3c2cnn3C)cc1 | 0.3 | 3 | -4 | x | x | 18 | x | -14 |
| CC(C)Oc1ccc(/C=C(/NC(=O)c2ccccc2)C(=O)NCCC(=O)O)cc1 | 0.0 | -2 | 0 | x | x | 0 | x | 5 |
| C[C@@H]1CN([C@H](C)CO)C(=O)c2cc(NS(=O)(=O)c3ccccc3)ccc2O[C@@H](C)CCCCO[C@@H]1CN(C)C(=O)CCC(F)(F)F | -0.9 | -2 | -1 | 0.3 | 0 | 3 | -5 | 26 |
| C[C@@H]1CN([C@H](C)CO)C(=O)c2cc(NS(=O)(=O)c3ccccc3)ccc2O[C@@H](C)CCCCO[C@@H]1CN(C)Cc1ccc(C(=O)O)cc1 | 0.2 | x | x | -0.1 | 0 | x | 4 | x |
| O=C1c2ccccc2N(Cc2ccc(Cl)cc2)C2=NCCN12 | 0.0 | -2 | -11 | x | 3 | -11 | -4 | 6 |
| O=C(Nc1nccs1)c1c(O)c2c([nH]c1=O)CCCC2 | 0.0 | -3 | 2 | x | x | -1 | u | -12 |
| COc1ccc([C@@H]2C=C(C(=O)O)O[C@H](OCCCCO)C2)cc1 | 0.0 | -2 | -2 | 0.1 | 0 | 0 | -6 | -16 |

Next results:
| compound | Xi reactivation | ERp5 inh | S100A4 inh HTS | E-selectin induc | RAD54 inh | ERAP1 HTS inh | esBAF inh | RAD52 anneal inh |
| --- | --- | --- | --- | --- | --- | --- | --- | --- |
| COc1ccc(C(=O)NCC(c2ccco2)N2CCCCC2)cc1S(=O)(=O)Nc1ccc(C)cc1 (configuration not stated) | 0.4 | 1 | 1 | -0.4 | -6 | 0 | -2 | -35 |
| NC(=O)[C@H]1[C@@H]2C(=O)O[C@@H](c3ccccc3)[C@@H](c3ccccc3)N2[C@@H](c2ccc(O)cc2)[C@]12C(=O)Nc1ccc(C#CCCO)cc12 | x | -3 | 4 | x | -4 | 4 | x | 31 |
| Cc1nn(-c2ccccc2)c(N2CCCC2)c1/C=C1\N=C(c2ccc(F)cc2)OC1=O | 0.0 | 4 | 13 | 0.5 | -4 | -3 | -3 | -29 |
| Cc1ccc(CNC(=O)COC(=O)CCC(=O)c2cccs2)cc1 | 0.0 | 6 | -4 | 0.0 | x | 4 | x | -7 |
| CC1(C)Cc2c(c(N3CCOCC3)nc3sc(C(=O)Nc4ccc(Cl)cc4)c(N)c23)CO1 | 0.0 | 4 | 1 | 0.3 | -3 | -2 | 2 | 2 |
| COCCNC(=O)C[C@@H]1CC[C@@H]2[C@H](COc3ccc(NC(=O)C4CCOCC4)cc3C(=O)N2C)O1 | 0.2 | -1 | 10 | 0.3 | -13 | -1 | -8 | 3 |
| Cc1cc(S(=O)(=O)Nc2ccc(C(=O)NCCCn3ccnc3)cc2)ccc1F | -0.2 | -2 | 0 | -0.8 | 5 | -10 | 0 | -1 |
| CCOc1ccc(NC(=O)c2cccc3ccccc23)cc1 | 0.2 | 0 | -2 | x | 3 | 3 | 43* | -9 |
| CCCNC(=O)N[C@H]1CC[C@H](CCn2cc(-c3cccc(F)c3)nn2)O[C@@H]1CO | -0.1 | 1 | -2 | -0.2 | 2 | 3 | -1 | -7 |
